# Screens as filed in PubChem.
# CCHFV vOTU inh: blocks the CCHF virus ovarian tumor domain protease | inhibition, % at 11.5 µM | CCHFV vOTU protease, Pep-AMC fluorescence | hit rate 0.55% among 370,000 | AID 651958; in the data active = inhibition above about 30%; note: 0% = vehicle wells with enzyme and 100% = no enzyme wells
# SSB-PriA inh: inhibitors of Klebsiella pneumoniae PriA binding to SSB C-terminal tail; AlphaScreen SSBct-PriA binding, biotinylated peptide; inhibition, % at 33 µM; hit rate 0.6% among 430,000; AID 1272365; in the data active = inhibition mostly above about 37%, no sharp cut-off; inactive = mostly below about 20%;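 note: plate controls were negative control peptide for no effect and reference peptide for full effect; strong numbers were not always called active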
# Anthrax LF prot: blocks Bacillus anthracis lethal factor protease; inhibition, % at 10 µM; hit rate 0.12% among 360,000; P15917; multiplex microsphere protease cleavage assay, LF; AID 588501; note: plate controls were buffer without enzyme for full effect and enzyme alone for no effect
# Target sequence (P15917 whole entry, looked up): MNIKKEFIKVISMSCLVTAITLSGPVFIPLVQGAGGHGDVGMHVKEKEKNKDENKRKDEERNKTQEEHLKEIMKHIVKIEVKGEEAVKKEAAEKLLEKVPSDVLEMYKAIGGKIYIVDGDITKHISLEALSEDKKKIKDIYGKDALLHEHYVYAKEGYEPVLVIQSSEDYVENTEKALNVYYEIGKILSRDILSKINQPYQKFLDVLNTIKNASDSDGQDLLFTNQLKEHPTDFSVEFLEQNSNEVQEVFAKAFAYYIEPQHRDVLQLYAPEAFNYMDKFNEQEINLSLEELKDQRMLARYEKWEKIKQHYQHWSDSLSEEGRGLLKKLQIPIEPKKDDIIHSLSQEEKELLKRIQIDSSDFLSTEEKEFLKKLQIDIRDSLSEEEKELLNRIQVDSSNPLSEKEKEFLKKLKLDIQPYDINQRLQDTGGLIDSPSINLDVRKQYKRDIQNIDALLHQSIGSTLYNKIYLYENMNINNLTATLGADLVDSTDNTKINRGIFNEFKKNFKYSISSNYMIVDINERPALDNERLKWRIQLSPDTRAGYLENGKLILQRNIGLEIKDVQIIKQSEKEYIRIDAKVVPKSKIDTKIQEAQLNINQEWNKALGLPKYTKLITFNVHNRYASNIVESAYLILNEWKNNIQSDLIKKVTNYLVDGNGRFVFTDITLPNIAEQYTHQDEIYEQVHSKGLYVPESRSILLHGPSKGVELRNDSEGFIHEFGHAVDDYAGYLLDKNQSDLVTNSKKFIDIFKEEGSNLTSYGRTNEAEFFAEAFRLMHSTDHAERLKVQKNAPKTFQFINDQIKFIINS
# PfHsp40 rescue: restores yeast growth despite PfHsp40 toxicity; AID 504582; S. cerevisiae expressing PfHsp40, growth rescue, ATP luminescence; growth rescue, % at 12.5 µM; hit rate 0.68% among 340,000; in the data active = growth rescue above about 28%, passing the limit was not always enough; inconclusive = no clear call, values can overlap the other calls;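 note: yeast W303a lacking pdr1 and pdr3 grown in galactose medium; growth measured after three days at 30 °C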
# DUSP3 inh: DUSP3 (human) phosphatase inhibition | P51452 | recombinant VHR phosphatase, pNPP absorbance | inhibition, % at 13.3 µM | hit rate 0.52% among 290,000 | AID 1654; in the data active = inhibition above about 50%; note: some compounds called inactive have numbers as strong as hits
# Target sequence (P51452 whole entry, looked up): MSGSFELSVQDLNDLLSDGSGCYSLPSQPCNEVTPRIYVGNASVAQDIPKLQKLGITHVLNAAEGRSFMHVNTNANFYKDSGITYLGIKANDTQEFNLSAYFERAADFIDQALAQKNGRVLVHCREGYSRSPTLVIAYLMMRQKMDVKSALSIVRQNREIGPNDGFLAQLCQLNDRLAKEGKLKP
# BH1578 lux ind: inducers of Vibrio cholerae quorum light production without autoinducers | V. cholerae BH1578 lux reporter, luminescence, 6 h | activation, % at 18.7 µM | hit rate 0.16% among 350,000; in the data active = activation mostly above about 9.7%, no sharp cut-off; inconclusive = no clear call, values can overlap the other calls; inactive = mostly below about 3.7%; note: not every result past the cut was called active; inactives centre near 0; reference of the scale not given here
# TcdB inh: inhibitors of Clostridioides difficile toxin B glycohydrolase | P18177 | TcdB glycohydrolase enzymatic assay, plate reader | inhibition, % at 9.99 µM | hit rate 0.24% among 350,000 | AID 652162; in the data active = inhibition above about 10%
# 3CLpro inhibitor: SARS-CoV 3CLpro protease inhibition. P0C6X7. recombinant SARS-CoV 3CLpro, quenched FRET peptide cleavage. inhibition, % at 6 µM. hit rate 0.14% among 290,000; in the data active = inhibition above about 12%
# BoNT A protease: inhibitors of Botulinum neurotoxin A light chain protease | multiplex microsphere protease substrate cleavage, flow cytometry | inhibition, % at 10 µM | hit rate 0.17% among 360,000; note: plate controls were buffer without enzyme for full effect and enzyme alone for no effect
# Yp Topo-I inh: Y. pestis Topo-I inhibition via cleavage products | Y. pestis Topo-I cleavage product accumulation, plate reader | activity, % at 10 µM | hit rate 0.064% among 360,000 | AID 504884; in the data active = activity above about 50%, passing the limit was not always enough; inconclusive = no clear call, values can overlap the other calls; note: inactives centre near 2
# * hit, by the source's call; i = inactive; u = inconclusive; x = not tested or not shown. Cut-off read from the data, not from the text of the source, unless noted: active = inhibition above about 30%; inconclusive = no clear call, values can overlap the other calls; inactive = below that. This is a subset, so the mix of outcomes need not match the whole.
SMILES,CCHFV vOTU inh,SSB-PriA inh,Anthrax LF prot,PfHsp40 rescue,DUSP3 inh,BH1578 lux ind,TcdB inh,3CLpro inhibitor,BoNT A protease,Yp Topo-I inh
Nc1cc(=O)[nH]c(N2CCN(c3ccccc3)CC2)n1,-1.1,-15.5,-2.9,1.8,37.1,-0.2,0.1,1.4,0.0,-12.0
Cn1c(=O)c2c(O)c(Cc3ccccc3)c(=O)n(C)c2n(C)c1=O,2.1,-3.8,x,-0.1,27.1,i,1.4,-1.7,x,-14.2
CCOC(=O)N1CCN(C(=O)c2ccc(N(Cc3ccc(Cl)cc3)S(C)(=O)=O)cc2)CC1,-8.9,-5.9,-0.1,-1.0,20.5,i,0.9,3.7,0.5,24.5
S=C1NCCNC(=S)NCCOCCOCCN1,-2.4,-14.3,-16.8,2.4,13.1,i,-0.4,2.8,-1.4,9.2
NC(=O)Cn1cc(C(=O)c2ccccc2)c2ccccc21,13.4,-9.8,x,0.1,34.8,-0.8,0.3,1.6,x,3.5
O=C(COC(=O)c1ccco1)NC1CCCc2ccccc21 (stereo unspecified),-2.1,0.5,-1.4,2.5,x,i,1.0,x,4.9,-1.7
COc1ccccc1C(C)NC(=O)c1cc(S(=O)(=O)N2CCCCC2)ccc1C (stereo unspecified),-6.3,-13.1,5.7,-0.8,x,-4.2,0.9,x,1.2,13.5
COc1ccc(/C(C)=N/NC(=O)OC(C)(C)C)cc1[N+](=O)[O-],12.3,x,-5.4,0.4,25.5,-0.6,0.9,1.6,0.2,-4.1
COc1ccc(Cl)cc1Cn1c(C)c(C(=O)N(C)Cc2ccc(F)cc2)sc1=O,3.6,x,-5.8,x,x,-0.1,-2.9,x,-0.9,45.2
O=C(CCc1nc2ccccc2[nH]1)Nc1ccccc1F,12.2,-4.2,-2.6,0.4,12.0,-0.4,2.1,5.1,-0.3,-3.3
CCOc1ccc(CCNC(=O)COC(=O)COc2ccc(Cl)cc2)cc1OCC,4.6,-8.5,3.0,2.1,x,i,2.8,x,2.2,15.2
Cc1cc(C(=O)N(C)C2CCCCC2)no1,2.5,-10.6,-1.2,0.5,-13.9,i,0.6,-2.1,3.9,7.8
CC(C)Oc1cccc(C(=O)C2CCCN(Cc3cnn(C(C)C)c3)C2)c1 (stereo unspecified),-0.1,-15.0,-3.0,-1.0,24.5,-0.5,1.2,-2.0,0.7,17.9
COc1ccc(NC(C)C(=O)N/N=C/c2ccccc2OCc2cccc(Br)c2)cc1 (stereo unspecified),5.0,x,-1.5,0.2,-4.5,-0.2,x,4.5,-1.0,34.1
CCn1c(=O)n(CC)c2cc(N3CCCC3)c(NC(=O)c3cc(Br)ccc3OC)cc21,3.2,-5.4,x,x,-3.6,x,-2.4,-3.4,x,x

# Part of the list above, tab-delimited:
compound	CCHFV vOTU inh	SSB-PriA inh	Anthrax LF prot	PfHsp40 rescue	DUSP3 inh	BH1578 lux ind	TcdB inh	3CLpro inhibitor	BoNT A protease	Yp Topo-I inh
Cc1cc(C(=O)N(C)C2CCCCC2)no1	2.5	-10.6	-1.2	0.5	-13.9	i	0.6	-2.1	3.9	7.8
CC(C)Oc1cccc(C(=O)C2CCCN(Cc3cnn(C(C)C)c3)C2)c1 (stereo unspecified)	-0.1	-15.0	-3.0	-1.0	24.5	-0.5	1.2	-2.0	0.7	17.9
COc1ccc(NC(C)C(=O)N/N=C/c2ccccc2OCc2cccc(Br)c2)cc1 (stereo unspecified)	5.0	x	-1.5	0.2	-4.5	-0.2	x	4.5	-1.0	34.1
CCn1c(=O)n(CC)c2cc(N3CCCC3)c(NC(=O)c3cc(Br)ccc3OC)cc21	3.2	-5.4	x	x	-3.6	x	-2.4	-3.4	x	x

# Remaining list, next part:
SMILES,CCHFV vOTU inh,SSB-PriA inh,Anthrax LF prot,PfHsp40 rescue,DUSP3 inh,BH1578 lux ind,TcdB inh,3CLpro inhibitor,BoNT A protease,Yp Topo-I inh
COc1ccc(S(=O)(=O)N(CC(=O)NC(C)C)Cc2ccccc2)cc1,-4.7,-12.4,-0.8,-0.9,21.8,i,x,0.1,-0.5,16.0
COc1ccc2c(-c3ccccc3)cc(SCC(=O)N(C)C3CCS(=O)(=O)C3)nc2c1 (stereo unspecified),11.0,4.7,-2.0,0.0,10.5,-0.3,0.6,-4.4,1.7,35.0
c1ccc(-c2noc(-c3ccncc3)n2)nc1,5.5,-6.8,-3.0,-1.1,8.4,i,x,1.3,-0.3,-1.0
COc1ccc(N=[N+]([O-])c2ccc(OC)cc2)cc1,4.7,2.6,-2.0,0.1,x,-5.9,-0.3,x,-0.3,0.9
CCCC1(C(=O)OC)NC(c2ccco2)C2C(=O)N(c3ccc(C)cc3)C(=O)C21 (stereo unspecified),15.1,-7.2,-1.0,-1.2,32.6,i,x,6.7,1.4,1.4
CCOC(=O)c1ccc(N(C(=O)c2cnccn2)C(C(=O)NC2CCCCC2)c2cn(C)nc2C)cc1 (stereo unspecified),1.2,-14.9,-0.5,0.1,16.8,-0.4,x,6.6,-0.5,5.0
COc1ccccc1-n1c(C)cc(C=O)c1C,2.5,-3.0,-0.3,-0.3,-12.9,-0.7,x,-1.2,0.1,-2.8
COc1ccc(C(=O)Nc2nnc(S(=O)(=O)N3CCCCCC3)s2)cc1OC,-0.3,82.3*,-2.3,-1.5,1.6,-0.1,2.9,1.4,-1.4,-4.4
CC(=O)N1CCc2cc(S(=O)(=O)CCC(=O)NCCc3ccc(C)cc3)ccc21,4.9,-9.3,-1.1,0.1,8.0,-0.4,-1.8,6.6,2.2,-0.6
CCNc1nc(NCC)n2c(SC(C(=O)Nc3cc(Cl)cc(Cl)c3)c3ccccc3)nnc2n1 (stereo unspecified),-8.7,-11.7,0.7,-0.8,-0.8,i,x,7.5,-0.2,4.4
COc1ccc(NC(=O)c2cc(-c3ccco3)on2)c(OC)c1,2.2,-4.0,-1.8,-1.2,15.3,-0.4,1.0,-0.9,-1.3,2.0
O=C1CC(Sc2ncccc2C(=O)O)C(=O)N1 (stereo unspecified),2.4,-6.8,-2.9,-0.7,-2.7,0.6,1.4,-1.0,0.4,u
COc1cc(CNC(C)C23CC4CC(CC(C4)C2)C3)cc(OC)c1OC (stereo unspecified),-9.9,-11.8,8.2,-0.7,-3.8,i,0.6,-4.0,0.7,7.5
Cc1cc[n+](-c2[nH]c(=O)sc2/C=N/NC([S-])=Nc2ccccc2)cc1C,16.7,x,-8.3,2.7,29.6,-0.2,x,-3.4,-0.9,-2.5
Cc1nc2c(ccc3nc(NC(=O)c4ccc5c(c4)OCCO5)sc32)s1,-6.7,-1.4,-3.6,0.4,-0.5,-1.5,x,2.1,-1.6,-2.8
Cc1ccccc1/C=N/n1c(-c2cc(-c3ccccc3)n[nH]2)n[nH]c1=S,1.1,x,-5.9,1.4,-3.9,i,3.6,-0.6,-1.7,1.8
Brc1ccc(-c2nc(-c3cccnc3)no2)o1,-7.9,-27.4,-7.7,-0.7,8.6,i,x,-1.3,-0.7,0.3
COc1ccc(CC(=O)Nc2ccc(/C(C)=N\NC(=O)c3ccc(Br)o3)cc2)cc1,5.8,x,-2.5,0.5,-3.8,i,-1.0,-5.4,-5.1,1.9
CC12CCC(=O)N1C(C(=O)Nc1cc(Cl)ccc1N1CCOCC1)CS2 (stereo unspecified),3.8,-2.9,-2.8,-0.5,6.2,i,-0.4,-1.2,-0.7,19.1
CC1=C(C)CC(C(=O)NNC(=O)c2csc(C)c2C)C(C(=O)O)C1 (stereo unspecified),-9.3,-13.8,0.1,-2.2,-4.5,-0.2,0.0,-6.0,-1.5,3.8
Cc1ccc(CNC(=O)Cc2ccc(Br)cc2)cc1,-8.3,-4.5,4.2,0.0,16.6,-0.3,3.2,-2.5,2.0,8.4
O=C(NCc1ccc(F)cc1)c1cc(C2CCCN(C(=O)CCCc3ccccc3)C2)on1 (stereo unspecified),7.2,x,-3.6,x,x,i,0.7,x,-1.1,13.5
COc1ccc(CNC(=O)C(OC(=O)c2ccco2)c2ccccc2F)cc1 (stereo unspecified),-0.4,-16.4,4.8,-0.7,21.1,-0.7,1.6,3.2,3.4,0.3
CC(=O)c1ccc(-c2ccc(Cn3c(C)nc4cc(N)c(C)nc43)cc2)cc1,0.9,3.3,-10.2,0.6,-9.2,i,2.8,4.7,-1.0,-2.2
O=C(COc1ccccc1)N1CCN(C(=O)c2ccc([N+](=O)[O-])cc2)CC1,-6.4,-9.0,1.1,1.3,26.1,-0.3,0.4,-0.3,0.0,-1.1
Cc1ccc(C(=O)COC(=O)COc2ccccc2[N+](=O)[O-])s1,12.5,-12.1,-11.7,1.0,x,-2.8,-12.0,x,-0.1,2.1
O=C1NCN(c2ccccc2)C12CCN(C(c1ccccc1)c1nnnn1C1CCCC1)CC2 (stereo unspecified),14.7,x,-8.5,x,x,x,0.5,x,-0.4,x
CCOC(=O)C1CCN(S(=O)(=O)c2ccc(NC(=O)c3ccco3)cc2)CC1,-3.8,-2.4,-1.7,1.8,5.9,i,1.4,5.3,-2.9,2.2
COc1ccc(C2(c3ccc(OC(C)=O)cc3OC(C)=O)CC(c3ccccc3)NC(=S)N2)cc1 (stereo unspecified),12.4,33.6,-0.3,-0.3,29.8,-0.3,1.2,-0.4,-0.4,-3.7
CCCCN(CCCNC(=O)CN1C(=O)COc2ccc(S(=O)(=O)N3CCC(C)CC3)cc21)Cc1ccccc1,-2.7,4.4,-0.3,1.5,16.0,-0.4,0.1,2.0,-0.6,23.2
C=CCN(c1ccccc1)S(=O)(=O)c1cc2c(cc1C)NC(=O)CO2,2.0,-23.1,0.6,-0.2,-10.3,-0.2,0.2,3.3,-0.2,3.0
O=C(CSc1nnc(SCc2ccccc2Cl)s1)N/N=C/c1ccc(C(=O)O)cc1,-2.7,i,-3.1,-0.9,-6.7,-0.6,0.3,2.9,-0.7,-7.7
COc1ccccc1N1CCN(CC(=O)Nc2cc(C)nn2-c2nc(C)cc(C)n2)CC1,0.1,-9.7,-3.4,-0.2,x,-2.3,0.4,x,0.9,0.5
Cc1ccc2[nH]c3c(c2c1)CN(C(=O)CN1CCCc2ccccc21)CC3,-17.3,13.9,-18.5,3.9,-18.5,-3.2,x,-13.7,-1.9,-6.4
CCOC(=O)C1CCCN(C(=O)c2[nH]c3ccc(OC)cc3c2C)C1 (stereo unspecified),2.2,-4.5,-5.5,0.4,22.2,0.8,-1.6,1.6,-1.0,-2.4
CC1CCCCN1Cc1ccc(-c2nnn(CC(=O)NC3CCCCC3)n2)cc1 (stereo unspecified),-0.5,-4.9,-2.6,-0.7,-5.3,2.5,x,0.8,0.2,-4.7
c1cc2cc(-c3c(-c4ccc5c(c4)OCO5)noc3-c3ccsc3)ccc2[nH]1,9.6,3.5,-6.1,-0.8,39.9,-2.1,1.0,-3.2,0.3,-13.3
COc1ccc(-n2nnnc2SCC(=O)NC2CC2)cc1,3.3,0.1,-6.0,-1.5,x,i,1.1,x,-9.5,-0.4
COc1ccccc1/C=N/NC(=S)NCc1ccco1,-2.7,x,8.9,0.3,23.3,-2.3,-0.2,-2.8,-1.8,4.1
O=C(COC(=O)c1ccccn1)Nc1ccc2c(c1)OCO2,-1.4,-5.5,-2.3,-0.5,13.9,-0.2,-0.3,0.4,0.4,1.3
C[C@]12CC[C@H](OC(=O)CCC(=O)O)CC1=CCC1C2CC[C@@]2(C)C1CC[C@@H]2N (stereo partly specified),0.6,-1.5,-7.7,-0.2,x,i,3.8,x,-0.4,3.1
Cc1nc(-c2ccc(Cl)cc2)sc1C1(C)CC(c2ccccc2F)=NO1 (stereo unspecified),7.7,-22.4,15.4,1.0,-0.7,3.7,-0.1,x,0.0,20.0
CCc1ccccc1N(CC(=O)O)S(C)(=O)=O,1.0,-4.4,-5.8,0.2,18.2,x,x,1.5,0.8,3.4
